# MEX-5 binding: C. elegans MEX-5 TCR-2 RNA binding activity. 0.38% of 300,000 active. Q9XUB2. MEX-5/FITC-TCR2 RNA binding, fluorescence polarization; hits give low values. activity score (negative = inhibition of binding), % at 10 µM. AID 1832;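 active = inhibition past about -25% in most replicates, and total fluorescence under double the plate's negative control median, limit read from the data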;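 note: 0% = DMSO and -100% = 5 µM competing unlabeled TCR2 RNA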
# Efflux pump mplx: blocks antifungal efflux pumps in multiplex yeast assay; inhibition, % at 10 µM; S. cerevisiae Candida pump triplex, Nile Red efflux; 0.44% of 330,000 active; AID 485275;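 active = plate passing quality check with inhibition over a set limit, or well fluorescence over plate mean plus 4 SD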;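 note: Nile Red retained in pooled yeast measured as flow cytometry median fluorescence; 0% = buffer negative control and 100% = Enniatin B positive control; higher means more Nile Red kept so more efflux inhibition; some compounds called inactive have numbers as strong as hits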
# PME-1 primary: blocks human protein phosphatase methylesterase 1. Q9Y570. recombinant PME-1, FP-Rh probe fluorescence polarization. inhibition, % at 5.9 µM. 0.53% of 320,000 active;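 active = inhibition above the campaign mean of all compounds plus 3 SD, cut at about 26% in these data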;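 note: competitive labeling of PME-1 active site by serine hydrolase directed probe; 0% = PME-1 with DMSO and 100% = wells lacking PME-1 enzyme; inhibitors block probe labeling so polarization falls and inhibition rises; many of its hits are not listed in these tables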
# GLD-1 TGE inh: GLD-1-TGE RNA interaction inhibition (C. elegans); purified GLD-1 + fluorescein TGE RNA, fluorescence polarization; inhibition, % at 5.96 µM; 0.44% of 320,000 active; AID 2280;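 active = percent inhibition above a per-plate cutoff, the plate mean of test compounds plus 3 SD, cut at about 30% in these data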;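 note: 0% = DMSO wells with GLD-1 and probe and 100% = wells lacking GLD-1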
# Target sequence (Q17339 whole entry, looked up): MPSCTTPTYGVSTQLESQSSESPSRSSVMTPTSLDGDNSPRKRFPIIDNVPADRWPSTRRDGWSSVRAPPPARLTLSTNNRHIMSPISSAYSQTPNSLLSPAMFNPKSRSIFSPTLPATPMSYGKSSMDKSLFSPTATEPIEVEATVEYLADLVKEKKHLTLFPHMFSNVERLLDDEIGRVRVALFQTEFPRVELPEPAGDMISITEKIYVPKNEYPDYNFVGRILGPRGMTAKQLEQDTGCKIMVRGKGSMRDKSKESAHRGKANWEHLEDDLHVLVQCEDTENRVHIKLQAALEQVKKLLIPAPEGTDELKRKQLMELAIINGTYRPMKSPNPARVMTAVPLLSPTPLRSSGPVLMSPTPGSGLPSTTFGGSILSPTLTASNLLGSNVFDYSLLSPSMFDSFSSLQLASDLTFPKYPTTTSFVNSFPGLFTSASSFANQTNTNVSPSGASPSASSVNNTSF
# BCLXL inh: Bcl-xL (human) inhibition; Q07817; GST-Bcl-xL / FITC-Bim BH3 peptide fluorescence polarization; inhibition, % at 10.9 µM; 0.7% of 320,000 active;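 active = inhibition above the mean of all tested compounds plus 3 SD, cutoff set per campaign, cut at about 30% in these data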;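 note: 0% = DMSO wells and 100% = unlabeled Bim-BH3 peptide competitor; inhibitors lower millipolarization by displacing the labeled peptide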
# GRK2 aptamer HTS: blocks RNA aptamer binding to human GRK2; P25098; bead flow cytometry, FAM-aptamer displacement from GRK2; inhibition of aptamer binding, % at 10 µM; AID 488847; 0.59% of 330,000 active;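 active = inhibition of aptamer binding above 40%, roughly 3 SD of noise, on plates passing a quality check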;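 note: median bead fluorescence of bound FAM aptamer so fluorescent compounds give negative values; no value below 0 was filed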
# Target sequence (P25098 whole entry, looked up): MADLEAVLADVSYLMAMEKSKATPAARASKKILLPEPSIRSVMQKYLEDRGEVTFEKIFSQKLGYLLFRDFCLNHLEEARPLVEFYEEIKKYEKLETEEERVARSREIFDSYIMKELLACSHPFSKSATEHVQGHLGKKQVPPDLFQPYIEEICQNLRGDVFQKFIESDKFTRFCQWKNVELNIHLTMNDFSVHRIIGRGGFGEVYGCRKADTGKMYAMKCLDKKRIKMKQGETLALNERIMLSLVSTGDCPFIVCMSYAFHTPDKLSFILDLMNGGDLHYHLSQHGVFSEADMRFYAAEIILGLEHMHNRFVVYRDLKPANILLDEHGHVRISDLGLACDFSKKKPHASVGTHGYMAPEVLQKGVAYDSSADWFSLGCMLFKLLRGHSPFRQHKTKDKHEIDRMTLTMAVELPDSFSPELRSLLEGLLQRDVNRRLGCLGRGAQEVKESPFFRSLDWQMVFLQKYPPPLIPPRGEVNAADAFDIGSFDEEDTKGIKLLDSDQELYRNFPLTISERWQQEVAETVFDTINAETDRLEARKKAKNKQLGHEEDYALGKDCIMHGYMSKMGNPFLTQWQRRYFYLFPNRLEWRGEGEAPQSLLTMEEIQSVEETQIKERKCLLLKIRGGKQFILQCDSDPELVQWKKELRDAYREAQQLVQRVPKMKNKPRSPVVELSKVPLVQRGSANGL
# VLA-4 inh: inhibition in a human VLA-4 binding assay; VLA-4 expressing cells, ligand binding flow cytometry; 0.2% of 330,000 active; inhibition, % (about 7 µM as worked out from the volumes in the protocol); AID 2557; P13612; in the data active = inhibition above about 50%
# Fam108B inh: Fam108B inhibition, counter-screen for RBBP9 inhibitors; recombinant Fam108B, FP-Rh probe fluorescence polarization; inhibition, % at 9.51 µM; 0.33% of 300,000 active; AID 1947;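 active = inhibition above the screen mean inhibition plus 3 SD, computed separately per campaign, cut at about 18% in these data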;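 note: inhibitors lower polarization as less probe binds the enzyme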
# MCL1 BIM primary: disrupts human MCL1 binding to BIM-BH3 peptide; GST-MCL1 / FITC-Bim-BH3 fluorescence polarization; inhibition, % at 10.9 µM; 0.68% of 320,000 active;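 active = inhibition above the mean inhibition of all tested compounds plus 3 SD, set per campaign, cut at about 40% in these data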;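 note: 0% = DMSO wells and 100% = unlabeled Bim-BH3 peptide control; higher means more loss of mP so more displacement of Bim peptide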
# Active calls of the source: *; . = not tested or not shown; & = joins results of further samples. An excerpt; the hit share may differ from the screen's.
# Each structure is followed by: Efflux pump mplx, Fam108B inh, MEX-5 binding, BCLXL inh, GRK2 aptamer HTS, MCL1 BIM primary, VLA-4 inh, GLD-1 TGE inh, PME-1 primary
- Cc1ccc(C(=O)CCC(=O)N(C)CC(=O)Nc2c(Cl)cccc2Cl)cc1
    0.2, -3, -1.3, -1, 1, 4, -13, 6, -7
- CCn1c(SC(C)C(=O)Nc2nccs2)nnc1-c1ccncc1 (stereo not given)
    0.0, -5, -3.1, 5, 1, 2, 9, 2, -4
- Cc1cccc(Cl)c1NNC(=O)Nc1c([N+](=O)[O-])c(C)nn1C
    -0.1, 3, -1.7, 9, 44*, -2, -8, 9, -1
- O=C(c1ccccc1)c1nnc(-c2ccccc2F)o1
    -0.1, -2, -0.3, 5, 1, 8, -2, 4, 1
- Cc1noc(C)c1S(=O)(=O)Nc1ccc(C(=O)N2CCc3ccccc3C2)cc1
    -0.5, -2, -0.4, 4, 0, -1, -3, -1, 2
- CC(O)[C@H]1CNCCN1CC1(c2ccccc2)CC1 (stereo not given in full)
    0.0, 0, -1.7, -4, 0, 7, -5, 2, 5
- Cc1ccc(C(=O)NC(=S)N2CCN(c3cc(C)ccc3C)CC2)cc1
    -0.1, -5, 0.1, -4, 1, -3, 18, -1, -6
- Cc1nc2cc(CC(=O)O)ccc2o1
    0.0, 6, 0.5, 9, 0, 9, -6, -2, -3
- CC1CCc2c(C(=O)NCCCN3CCOCC3)csc2C1 (stereo not given)
    -0.1, 3, -0.9, 0, 0, -2, 13, 3, -9
- CC(C)Cn1cnc2c1c(=O)n(CC(=O)O)c(=O)n2Cc1ccccc1
    -0.1, 3, 1.3, 3, 0, 2, 15, -2, 0
- Oc1ccc(-c2csc(-c3cccnc3)n2)c(O)c1
    -0.1, 4, -1.4, 7, 0, 1, -5, 0, 0
- O=C(NNc1c(F)c(F)cc(F)c1F)c1ccco1
    -0.2, ., ., ., 1, ., -11, 12, .
- Cc1c(C(=O)Nc2ccc(OCc3ccccc3)cc2)cccc1[N+](=O)[O-]
    -0.2, -5, 1.1, 2, 1, 6, -8, -8, 0
- Cc1cccc2cc(C3CC(c4cccs4)=NN3C(=O)CCC(=O)O)c(Cl)nc12 (stereo not given)
    -0.3, -3, 0.9, 8, 1, -1, 3, 7, -3
- NC(=O)C1=C[C@H](c2csc3ccccc23)C[C@H](OCc2ccc(CO)cc2)O1
    0.0, -4, -1.0, -2, 0, -4, 2, 4, 9
- CC(=O)C(=Nc1ccccc1Cl)NNc1ccc(Cl)cc1
    0.4, 4, -7.6, 31*, 0, 31, 0, 5, 9
- CC(=O)c1cccc(NC(=O)N2CCCC2C(=O)NC2CCCC2)c1 (stereo not given)
    0.0, 2, -1.0, 1, 0, -2, 15, -1, 3
- O=C(CN1CCCC1)NCC12CC3CC(CC(C3)C1)C2
    0.0, 1, -0.1, 6, 0, 10, 2, -5, -1
- COc1ccc(Cl)cc1N(C(C)C(=O)O)S(C)(=O)=O (stereo not given)
    -0.1, -3, 1.1, 0, 0, -7, 4, -2, 9
- CC(=O)Nc1ccc(-c2cn3ccsc3n2)cc1
    0.0, -6, -0.9, 6, 1, -3, 3, 3, -6

# A few values from above.
# Under Fam108B inh, `CC1CCc2c(C(=O)NCCCN3CCOCC3)csc2C1` (stereo not given) is listed with 3
# Under VLA-4 inh, `O=C(c1ccccc1)c1nnc(-c2ccccc2F)o1` is listed with -2
# Under BCLXL inh, `CC(O)[C@H]1CNCCN1CC1(c2ccccc2)CC1` (stereo not given in full) is listed with -4
# Under MEX-5 binding, `CCn1c(SC(C)C(=O)Nc2nccs2)nnc1-c1ccncc1` (stereo not given) is listed with -3.1

# Further compounds follow.
# Each structure is followed by: Efflux pump mplx, Fam108B inh, MEX-5 binding, BCLXL inh, GRK2 aptamer HTS, MCL1 BIM primary, VLA-4 inh, GLD-1 TGE inh, PME-1 primary
- CC(=O)Nc1cccc(C(=O)OC(C(=O)c2ccc(C)c(C)c2)c2ccccc2)c1 (stereo not given)
    0.0, -38, -0.3, 5, 5, 5, 5, 8, -58
- O=C(Cn1cnc2c(nnn2Cc2ccccc2F)c1=O)NCc1ccco1
    -0.1, -4, 1.0, 0, 0, 3, -4, 4, 0
- CC(=O)N1[C@H](C)C=C[C@]1(Cc1ccccc1)C(=O)O
    0.0, 5, -0.2, 1, 0, 4, 28, 4, 3
- Cc1c(NC(=S)N/N=C\c2ccccc2O)c(=O)n(-c2ccccc2)n1C
    -0.1, 0, -5.0, 9, 5, 24, -4, 2, -3
- COc1ccc(-n2c(-c3cccc(C)c3[N+](=O)[O-])n[nH]c2=S)cc1
    -0.1, 1, -1.5, -14, 4, -11, 33, -1, 0
- CCCCNc1ncnc2c1cnn2Cc1ccc(Cl)cc1
    -0.3, 3, -1.3, -2, 0, -4, 32, 0, -2
- Cc1c(NC(=O)c2cc3ccccc3c(=O)s2)c(=O)n(-c2ccccc2)n1C
    -0.1, -2, 1.7, 4, 0, 1, 53*, 2, 2
- Cc1noc(C)c1Cn1nc(C(=O)O)c2ccccc2c1=O
    -0.3, -4, -1.6, 0, 0, -2, 17, -2, -2
- O=C(Cn1ccc(C(F)(F)F)n1)NNC(=O)c1cccnc1
    -2.4, -1, 8.2, 3, 2, -6, 6, -6, -4
- Cc1ccc(C(=O)N/N=C/c2ccc(-c3cccc(C(F)(F)F)c3)o2)cn1
    0.1, 1, 0.4, 2, 2, 11, 7, 0, 0
- Brc1cc(-c2ccccc2)nc(-c2ccccc2)n1
    0.0, 0, -0.6, 2, 0, 0, 14, -1, 4
- Cc1sc2ncn(CC(=O)NCC(=O)N3CCN(c4ccc(F)cc4)CC3)c(=O)c2c1C
    0.2, -6, 0.5, 8, 26, 10, 1, -7, -8
- CCN(CC)S(=O)(=O)c1cccc(NC(=O)c2cccc(S(=O)(=O)N3CCCC3)c2)c1
    0.2, ., ., 2, 0, 1, 8, 2, -1
- CSc1nsc(SCC(=O)N2CCc3ccccc32)n1
    -0.2, -5, -0.9, -2, 0, -4, -5, -4, -2
- CCc1nnc(NC(=O)CCC(=O)Nc2ccc(OC)cc2OC)s1
    0.3, 3, -1.0, 0, 3, -2, 1, 0, -1
- COc1nc2c(C)cccc2cc1-c1noc(-c2ccco2)n1
    0.0, -12, ., 4, 2, 0, 1, -4, -1
- CCCCc1nc2n[nH]c(N)c2c2c1CSC(C)(C)C2
    -0.1, 3, 0.1, -2, 0, 4, 7, -1, -3
- O=C(CCCC(=O)N(CC(=O)NC1CCCC1)c1ccc(F)c(Cl)c1)Nc1ccccn1
    0.2, 1, -0.4, 5, 2, 9, 4, 3, 0
- Cc1cc(C)c2c(N)c(C(=O)NCc3ccco3)sc2n1
    0.1, 6, -0.8, 3, 0, 2, 2, -3, 2
- COc1ccc(CNC(=O)C(c2ccc(C)cc2)N(Cc2cccs2)C(=O)c2ccc3c(c2)OCCO3)cc1 (stereo not given)
    0.1, -7, 0.7, -3, 0, -3, 23, 2, -6
- O=C(c1ccncc1)N1N=C(C2CCCCC2)CC1(O)C(F)(F)F (stereo not given)
    -0.2, 1, -2.5, -5, 1, -3, -3, 0, -2
- Cc1cc(OC(F)F)ccc1NC(=O)Nc1ccc2c(c1)OCO2
    -0.1, -5, -1.9, 1, 1, -2, -7, 3, 0
- Cc1c(C(=O)OCc2nc3scc(-c4ccccc4)c3c(=O)[nH]2)cccc1[N+](=O)[O-]
    0.0, -11, 1.3, 0, 6, -7, 5, 5, -15
- Cn1c(N)c(N2CCN(c3ccccc3)CC2)c(=O)[nH]c1=O
    0.1, 1, -2.4, -5, 0, -7, 2, 5, 2
- Cc1ccc(SCCC(=O)OCn2nnc3ccccc3c2=O)cc1
    0.0, 4, -3.0, 8, 2, 7, 2, -4, 9
- O=C(CCCN1C(=O)c2ccccc2C1=O)NCc1cccnc1
    0.4, 0, -1.5, -1, 4, 0, 14, 1, -5
- COc1ccc(C(=O)NNC(=O)C23CC4CC(CC(C4)C2)C3)cc1OC
    0.0, ., ., 1, 0, 5, 11, 5, -1
- CCC1Oc2ccccc2N(CC(=O)Nc2ccc3c(c2)OCCO3)C1=O (stereo not given)
    -0.1, -1, -0.4, 0, 1, -2, 18, -6, -5
- CC1CC(C)CN(CC(=O)N2CCOCC2)C1 (stereo not given)
    -0.1, -3, -3.7, 1, 3, -1, -14, -4, -5
- O=C(CCSCc1ccccc1Cl)NC1CCCC1
    0.2, -2, -1.4, 11, 1, 6, -22, 3, -1
- CCOC(=O)c1c(C)n(-c2ccccc2)c2ccc(O)cc12
    0.2, 3, -1.3, 1, 1, -2, 1, -5, 7
- CCOc1ccc(-n2c(SCC(N)=O)nc3c([nH]c4ccccc43)c2=O)cc1
    0.1, -3, 0.5, 7, 1, -1, 18, 7, 5
- O=C(CCC1CCCC1)NCCS(=O)(=O)N1CCN(c2ccccc2)CC1
    0.0, -3, 2.5, -1, 0, -2, -4, -2, 6
- CCCc1ccc(C(=O)NNC(=O)c2ccc(Br)cc2)cc1
    -0.4, -11, 0.7, 3, 0, 13, -8, 6, -16
- Nc1ccc(S(=O)(=O)O)cn1
    0.0&0.3&0.0, 1&4&3, -1.2&-0.8&-0.1, 8&3&4, 0&0&0, 0&-5&-1, -4&-52&1, 9&6&3, -2&-4&-2
- COc1ccc2c(c1)CCc1c(C(=O)NCc3cccnc3)noc1-2
    0.0, -1, 2.4, 0, 0, -5, 4, 9, 4
- COC(=O)C1=C(C(=O)OC)[C@@H]2N(C)c3ccccc3[C@@]23C[C@@H](C(=O)OC)N=C3N1
    -0.1, -3, 1.5, -1, 0, 2, -2, 4, 1
- ClCC1=Nc2ccccc2Cc2ccccc21
    -0.1, -3, 2.8, 8, 2, 3, -7, 0, -3
- CCCCOc1ccc(S(=O)(=O)NNC(=O)C2Cc3c(ccc4ccccc34)O2)cc1 (stereo not given)
    0.1, -6, 3.4, 6, 24, 1, -7, 3, 1
- C[C@H](NC(=O)C1CCN(S(=O)(=O)c2ccccc2)CC1)C(=O)NCc1ccc(Cl)cc1Cl
    0.5, -3, 2.5, 6, 3, 3, 3, 5, 3
- Cc1cccc(NC(=O)CCN2C(=O)c3cccc([N+](=O)[O-])c3C2=O)c1
    0.0, 0, -3.0, 0, 0, -6, 3, 2, -8
- COc1ccc(N(CC(=O)N2CCCCCC2)S(=O)(=O)c2ccc(OC)c(OC)c2)cc1
    0.1, 1, -1.3, -1, 0, -9, -5, 1, -3
- CN(C)C(=O)c1ccc(-c2nnc(NCc3ccccc3)c3ccccc23)cc1
    -2.7, -1, -1.1, 4, 0, 5, -7, -3, 37*
- CCn1c(=O)c2sccc2n(Cc2ccccc2)c1=O
    -0.2, 3, 2.5, 4, 0, 4, 15, 5, -5
- CCOC(=O)N1CCC(n2c(SCC(=O)Nc3ccccc3OC)nc3ccccc3c2=O)CC1
    0.1, -2, 0.6, 1, 2, 15, -8, 5, 4
- O=C(/C=C/c1ccccc1)Nc1ccc(NC(=O)c2cccs2)cc1
    0.0, 1, -2.6, 4, 2, 0, -20, -3, 3

# Arranged by value in GLD-1 TGE inh (high to low): some entries from above.
molecule	Efflux pump mplx	MEX-5 binding	BCLXL inh	GRK2 aptamer HTS	MCL1 BIM primary	VLA-4 inh	GLD-1 TGE inh	PME-1 primary
Cc1cccc(NC(=O)CCN2C(=O)c3cccc([N+](=O)[O-])c3C2=O)c1	0.0	-3.0	0	0	-6	3	2	-8
COc1ccc(N(CC(=O)N2CCCCCC2)S(=O)(=O)c2ccc(OC)c(OC)c2)cc1	0.1	-1.3	-1	0	-9	-5	1	-3
O=C(/C=C/c1ccccc1)Nc1ccc(NC(=O)c2cccs2)cc1	0.0	-2.6	4	2	0	-20	-3	3

# Assay outcomes: PubChem, several laboratories
